Rin1-Abl PPI inh: blocks binding of human Rin1 to Abl | 360,000 tested, 0.4% active | TR-FRET Rin1/Abl binding, biochemical | P00519+Q13671 | inhibition, % at 7.35 µM; in the data active = inhibition above about 5%, passing the limit was not always enough
FAS TE block: blocks the thioesterase domain of human fatty acid synthase | recombinant FAS-TE, OMFH fluorogenic substrate, fluorescence endpoint | 360,000 tested, 0.67% active | inhibition, % at 15 µM;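 active = compounds whose normalised, plate-corrected inhibition of enzyme fluorescence in the single-dose primary screen is 50% or more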;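 note: 0% = DMSO with enzyme and 100% = substrate without enzyme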
MsrA inhibitor: bovine MsrA inhibition; AID 651718; inhibition, % at 15.5 µM; purified bovine MsrA, absorbance read-out; 360,000 tested, 0.75% active; in the data active = inhibition above about 4.5%;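 note: 0% = vehicle wells with enzyme and 100% = reference inhibitor wells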
Neddylation inh: cullin neddylation inhibition | P61081+Q13564 | TR-FRET cullin neddylation, biochemical | calls only at 25 µM | 360,000 tested, 0.58% active; in the data active = inhibition above about 36%
E coli Lon inh: E. coli protease La inhibition; purified E. coli Lon protease, fluorescence polarization; 360,000 tested, 0.42% active; P0A9M0; inhibition, % at 7.94 µM; in the data active = inhibition above about 13%, passing the limit was not always enough;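 note: 0% = enzyme with probe and DMSO and 100% = no enzyme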
bovine MsrA act: bovine methionine sulfoxide reductase A activation | activation, % at 10.6 µM | 360,000 tested, 0.3% active | AID 602163 | purified bovine MsrA, absorbance read-out; in the data active = activation above about 7.5%;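 note: 0% = vehicle and 100% = reference activator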
MT1-MMP act inh: blocks activation of human MT1-MMP; P50281; HT1080 RFP-PRO-GFP cells, GFP/RFP ratio fluorescence, overnight; percent of plate control window, DMSO zero; GFP/RFP ratio change, % at 20 µM; 360,000 tested, 0.061% active;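 active = GFP/RFP ratio change of at least 30% with cell ATP level not reduced by more than half and red fluorescence within 50% of control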; note: strong numbers were not always called active
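Read-out: GFP/RFP fluorescence ratio; Test system: RFP-PRO-GFP reporter HT1080 cells; Compound dosing: single-point 20 µM compound, 1% DMSO; Times: overnight compound exposure at 37 °C.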
SKN-1 block: C. elegans SKN-1 inhibition | C. elegans VP596 Pgst-4::GFP/RFP ratio, acrylamide-induced, 24 h | inhibition, % at 21.8 µM | 360,000 tested, 0.49% active;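 active = interference check ratio from 0.5 to 1.5 plus GFP to RFP signal ratio inhibition reaching or exceeding a fixed threshold, cut at about 30% in these data, passing the limit was not always enough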; note: some compounds called inactive have numbers as strong as hits
CendR NRP1 mod: NRP-1/CendR interaction modulation; O14786; AID 602438; 360,000 tested, 0.85% active; inhibition, % at 25 µM; FAM-RPARPAR peptide binding to NRP-1, fluorescence polarization;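 active = inhibition or corrected inhibition above about 18%, plus a signal ratio from 0.5 to 1.5, limit read from the data, passing the limit was not always enough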; note: strong numbers were not always called active
* hit, by the source's call; i = inactive; · = not tested or not shown; & = joins results of further samples.

SMILES | Rin1-Abl PPI inh | FAS TE block | MsrA inhibitor | Neddylation inh | E coli Lon inh | bovine MsrA act | MT1-MMP act inh | SKN-1 block | CendR NRP1 mod
O=C1CC(=O)Nc2cc(S(=O)(=O)N3CCN(c4cccc(C(F)(F)F)c4)CC3)ccc2N1 | -0.2 | -0.8 | 0.5 | i | -5.0 | -3.4 | -0.8 | 11.1 | -3.1
CC(Oc1ccccc1F)C(=O)NNC(=O)CCNC(=O)c1ccccc1Cl (configuration not stated) | 0.9 | -6.2 | 0.5 | i | -6.6 | -0.4 | -2.0 | -11.8 | 4.1
CCCS(=O)(=O)NC(=O)C1(C)CCN(C(=O)c2cc(C)on2)C1 (configuration not stated) | -5.5 | -8.6 | 0.8 | i | -9.9 | -4.3 | -1.6 | 2.8 | 12.2
COc1cc(OC)c(C2=NOC(C(=O)O)C2)cc1Cl (configuration not stated) | -2.3 | -7.3 | -0.7 | i | -8.0 | -3.4 | -7.9 | 11.2 | -3.3
CS(=O)(=O)N(Cc1ccccc1)c1ccc(C(=O)Nc2ccccc2Sc2ccccc2)cc1 | -0.8 | -7.8 | -0.1 | i | 2.6 | -5.1 | 4.2 | 6.7 | 12.9
COc1cccc(CNC(=O)c2ccc(S(=O)(=O)N3CCCCC3)cc2)c1 | 1.2 | 3.2 | 2.9 | i | -12.2 | -2.8 | 4.2 | 7.4 | -3.1
Cc1ccc(C(=O)NCC(=O)NC23CC4CC(CC(C4)C2)C3)cc1 | 4.1 | 0.8 | 0.9 | i | 0.3 | -4.9 | 1.9 | 1.4 | 5.8
O=C(CSc1ccccc1)Nc1cccnc1 | 2.8 | -2.9 | -0.1 | i | -0.4 | -2.5 | 1.5 | 15.7 | 2.3
CC(C)Oc1ccc(C2CC(=O)N(c3cccc(Br)c3)C2=O)cc1 (configuration not stated) | 0.4 | 28.3 | -0.2 | i | -1.1 | -1.4 | 0.7 | -9.6 | 3.9
CC(C)(C)N(Cc1ccccc1)C(=O)COC(=O)CNC(=O)c1ccco1 | -2.4 | -5.7 | -0.8 | i | -2.1 | -3.8 | 5.2 | 9.0 | 7.0
O=C(Nc1ccc(Br)cc1F)C1CCCO1 (configuration not stated) | 1.0 | -4.6 | -0.1 | i | -3.0 | -3.0 | 0.3 | 13.7 | 14.2
CN1CCN(c2ccc(S(=O)(=O)N3CCOCC3)cc2NC(=O)CSCc2ccccc2)CC1 | -4.1 | -5.9 | 0.6 | i | -7.1 | -1.9 | 1.5 | 17.9 | -6.6
Cc1ccc(OCCCN2CCOCC2)cc1 | -0.9 | 4.8 | -1.1 | i | 7.4 | -11.3 | · | 2.5 | -7.9
N#C/C(C(=O)N1CCOCC1)=C1/SC(Cc2ccccc2)C(=O)N1c1ccccc1 (configuration not stated) | 1.3 | -4.7 | -0.1 | i | -7.6 | -5.1 | -17.9 | -15.7 | -6.0
CCn1c(=O)c(C(=O)NCc2ccc(OC)c(OC)c2)c(O)c2ccccc21 | -3.3 | 3.2 | 0.6 | i | 3.6 | 2.8 | 3.8 | 7.5 | 12.9
CCC(C)n1c(SCC(=O)NC2CC2)nc2ccccc2c1=O (configuration not stated) | -1.5 | -1.0 | 0.2 | i | -8.0 | -0.2 | 2.8 | 5.6 | 6.1
CCCc1cc(C(=O)Nc2cccc(Cl)c2)no1 | -1.0 | 13.7 | -0.2 | i | 3.5 | -2.0 | 2.2 | -5.9 | 11.5
COc1ccc(C(=O)NC2CCSc3ccccc32)cc1F (configuration not stated) | 1.2 | 4.9 | -0.2 | i | 1.2 | -2.3 | 2.5 | 15.3 | -3.5
O=C1CC2(CCN(S(=O)(=O)c3ccccc3F)CC2)Oc2ccccc21 | -3.5 | 7.0 | 3.2 | i | -13.3 | -3.8 | -1.1 | -0.8 | 6.8
Cc1cc(NC(=O)CCC(=O)N(Cc2ccco2)C(C(=O)NC2CCCC2)c2ccccc2)no1 (configuration not stated) | 1.5 | -2.3 | 0.3 | i | -0.3 | -1.7 | 0.0 | 2.9 | -0.5
COc1cc(C(=O)OC(C)CN2CCOCC2)cc(OC)c1OC (configuration not stated) | 1.3&0.7 | -5.5&-7.9 | -0.1&-0.4 | i | -13.2&-6.5 | 0.6&-2.0 | 1.8&6.8 | -6.5&10.1 | 19.8&0.0
CS(=O)(=O)c1ccc(Cl)c(NC(=O)CN2CCCC2c2ccc3c(c2)OCCCO3)c1 (configuration not stated) | 4.5 | 19.8 | 1.8 | i | -3.1 | -1.9 | -0.7 | -17.0 | -1.1
CCOCC(=O)Nc1nc2c(s1)C(=O)CC(C)(C)C2 | 4.0 | -2.8 | 1.9 | i | -6.5 | -9.5 | -0.3 | -23.4 | 3.4
Cc1cccc(NC(=O)C2CCN(S(=O)(=O)c3cccc4nsnc34)CC2)n1 | 2.2 | -6.0 | 2.0 | i | -10.2 | -4.5 | -2.1 | 19.3 | 1.7
Cc1ccc(-c2nc3cccnc3s2)cc1NS(=O)(=O)c1cccs1 | -2.2 | 9.6 | 2.3 | · | -1.1 | -3.5 | 2.9 | 11.4 | -7.7
CN(C)c1nc(-c2ccccc2)c2cc(Cl)ccc2n1 | -3.1 | 13.1 | 0.0 | · | -1.3 | -3.2 | -2.1 | 19.6 | 5.0
Cc1ccnc(SCC(=O)c2cccs2)n1 | -0.5 | -7.6 | -0.1 | i | -12.3 | -9.9 | -1.2 | 1.7 | -13.9
O=C(O)C(=O)/C(=C\c1ccsc1)c1ccc2ccccc2n1 | 5.2 | -7.0 | 2.1 | i | -9.8 | -5.9 | -8.7 | -3.1 | -22.2
CCOc1[nH]n(-c2ccc(Cl)cc2)c(=O)c1C=NCC(=O)OC | 1.5 | 2.9 | 0.3 | i | 2.9 | -1.6 | 2.8 | -6.2 | 3.2
O=C(Nc1cccc(-c2nnc(-c3ccccc3)o2)c1)C1CCCCC1 | -0.9 | -7.2 | -0.4 | i | -4.5 | -2.8 | 2.3 | 13.9 | -1.4
C#CCNC(=O)C1=C[C@@H](C(C)(C)C)C[C@@H](OCc2ccc(CO)cc2)O1 | -0.4 | -5.5 | -1.0 | i | 0.6 | -1.8 | 2.3 | 19.7 | 3.5
O=C(NCCNCc1cccs1)c1ccccc1F | -4.2 | -3.3 | -0.5 | i | -5.9 | 4.5 | 0.9 | 4.8 | -12.9
Cc1ccc(N=C2NC(=O)CS2)cc1 | 1.1 | -8.2 | 0.3 | i | -4.2 | -11.0 | -0.3 | -5.9 | -6.0
COc1ccc(C(=O)NOCc2ccccc2)cc1 | 1.4 | -2.5 | -1.0 | i | -4.5 | -0.8 | 0.5 | -13.0 | 6.0
CCOC(=O)c1ccccc1NS(=O)(=O)c1ccc(S(=O)(=O)N2CCCC2)cc1 | -1.8 | 25.5 | 0.0 | i | 6.5 | -1.4 | -3.6 | 9.4 | 4.0
Cc1nc(CNC(=O)CC2C(=O)NCCN2Cc2cccc(Oc3ccccc3)c2)cs1 (configuration not stated) | -2.0 | -2.7 | 1.0 | i | -9.0 | -1.1 | -1.7 | 13.2 | -1.3
CCn1cc(C(=O)N[C@@H](C)C(=O)NCCCO)c(=O)c2cc3c(cc21)OCO3 | -0.8 | -4.2 | 0.6 | i | 8.2 | -7.0 | -1.0 | -15.7 | -0.7
COC(=O)c1c(NC(=O)C(=O)N2CCCC2)sc2c1CC(C)(C)OC2 | 0.9 | -0.1 | -0.6 | i | -5.1 | -3.4 | -2.0 | 16.8 | 2.4
Cc1cccc(N2CCN(c3nc(C)cc(C)c3C#N)CC2C)c1 (configuration not stated) | 0.2 | 31.9 | -0.9 | i | -9.3 | -3.7 | -8.5 | -9.7 | -5.7
c1ccc(CC2CCN(Cc3ccccn3)CC2)cc1 | 0.7 | -1.6 | 1.2 | i | 6.5 | -2.3 | 1.8 | 0.9 | 1.6
C/C(=N\NC(=O)CNC(=O)c1ccc(Br)cc1)c1ccco1 | 0.4 | -0.9 | 0.4 | i | 0.6 | -0.1 | -0.1 | -0.4 | -5.7
O=C(CNC(=O)c1cccc(OC(F)F)c1)OCc1cc(=O)n2cc(Br)ccc2n1 | -4.0 | 0.2 | 0.6 | i | -6.6 | -8.7 | -1.2 | -7.5 | -3.7
COc1ccc(C2c3sc(=O)[nH]c3SC3C(=O)N(c4ccccc4)C(=O)C32)cc1 (configuration not stated) | 0.5 | -4.5 | 0.9 | i | 1.1 | -10.4 | 0.2 | -10.0 | -9.5
C=CCOC(=O)C1=C[C@H](c2csc3ccccc23)C[C@H](OCCCCO)O1 | -1.1 | 1.4 | -0.2 | i | 2.1 | -10.4 | -3.2 | -8.1 | -26.0
O=C(COC(=O)Cn1cnc2ccccc21)NCCC1=CCCCC1 | -0.4 | -5.6 | 1.7 | i | 2.4 | -3.2 | 3.5 | -12.2 | 5.1
Cc1cccc(NC(=O)c2ccc(N3C(=O)C4C5C=CC(C6CC56)C4C3=O)cc2)c1 (configuration not stated) | 1.1 | 0.6 | -0.6 | i | -21.2 | -1.0 | 2.7 | 12.0 | 4.2
CN1CCN(C(=O)c2ccc(NS(=O)(=O)c3cccc([N+](=O)[O-])c3)cc2)CC1 | -0.6 | -12.0 | -0.1 | i | 14.3 | -4.7 | 1.7 | -1.5 | -0.3
CCOC(=O)c1ccc(N2C(=O)c3n[nH]c(C)c3C2c2ccc(O)cc2)cc1 (configuration not stated) | 1.4 | -0.4 | 1.7 | i | 2.6 | 4.4 | -2.1 | 6.1 | 0.2
CCOc1ccc(C(C(=O)NCC2CCCO2)N(Cc2cccc(OC)c2)C(=O)c2snc(C(N)=O)c2N)cc1 (configuration not stated) | -3.5 | 2.6 | 0.5 | i | 11.8 | -7.9 | -3.9 | -8.0 | -1.6
COc1cc(/C=C/C(=O)Nc2cccnc2)cc(OC)c1OC | -0.9 | -3.1 | 1.8 | i | -12.8 | -4.7 | 3.5 | 7.4 | -1.3

Molecules shown so far with a cyano group (2):
SMILES | Rin1-Abl PPI inh | FAS TE block | MsrA inhibitor | Neddylation inh | E coli Lon inh | bovine MsrA act | MT1-MMP act inh | SKN-1 block | CendR NRP1 mod
N#C/C(C(=O)N1CCOCC1)=C1/SC(Cc2ccccc2)C(=O)N1c1ccccc1 (configuration not stated) | 1.3 | -4.7 | -0.1 | i | -7.6 | -5.1 | -17.9 | -15.7 | -6.0
Cc1cccc(N2CCN(c3nc(C)cc(C)c3C#N)CC2C)c1 (configuration not stated) | 0.2 | 31.9 | -0.9 | i | -9.3 | -3.7 | -8.5 | -9.7 | -5.7

More records.
SMILES | Rin1-Abl PPI inh | FAS TE block | MsrA inhibitor | Neddylation inh | E coli Lon inh | bovine MsrA act | MT1-MMP act inh | SKN-1 block | CendR NRP1 mod
O=S(=O)(O)c1cccc2cccc(Nc3ccccc3)c12 | -1.8 | 5.3 | 1.9 | · | 7.9 | -6.6 | 1.5 | 6.5 | -24.1
CC(O)[C@@H](C(=O)N1CCNCC1)n1cc(CCCCN)nn1 (some centres not stated) | 1.7 | -14.1 | 0.3 | i | 0.3 | -3.0 | 0.4 | 3.5 | 13.5
CCOC(=O)C1=C(C)N=c2s/c(=C\c3ccc(OCC(=O)O)c(OC)c3)c(=O)n2C1c1ccc(OC)cc1 (configuration not stated) | 2.5 | 0.0 | 2.5 | i | -4.7 | -1.4 | -22.4 | -10.5 | -73.1
COc1ccc(C(=O)N2CCN(S(=O)(=O)c3ccc(C)cc3C)CC2)cc1S(=O)(=O)N1CCOCC1 | -1.3 | 1.8 | -0.5 | i | 4.5 | -1.5 | -2.3 | -6.9 | -8.7
CC(C)C(OC(=O)c1ccco1)C(=O)NCc1ccco1 (configuration not stated) | -2.1 | -9.5 | 1.4 | i | 2.1 | -6.2 | -2.1 | -23.8 | 3.2

Shown as tab-separated lines: part of the list above.
mol	Rin1-Abl PPI inh	FAS TE block	MsrA inhibitor	Neddylation inh	E coli Lon inh	bovine MsrA act	MT1-MMP act inh	SKN-1 block	CendR NRP1 mod
COc1cc(OC)c(C2=NOC(C(=O)O)C2)cc1Cl (configuration not stated)	-2.3	-7.3	-0.7	i	-8.0	-3.4	-7.9	11.2	-3.3
CS(=O)(=O)N(Cc1ccccc1)c1ccc(C(=O)Nc2ccccc2Sc2ccccc2)cc1	-0.8	-7.8	-0.1	i	2.6	-5.1	4.2	6.7	12.9
COc1cccc(CNC(=O)c2ccc(S(=O)(=O)N3CCCCC3)cc2)c1	1.2	3.2	2.9	i	-12.2	-2.8	4.2	7.4	-3.1

Screening data from PubChem BioAssay.
